GALK inh – blocks human galactokinase activity | Potency, µM (top dose mostly 57.5 µM), for the others: at the top dose activity change, negative = inhibition, hits mostly inhibitors | 270,000 tested, 0.007% active | Purified GALK, Kinase-Glo residual ATP luminescence | P51570; further: potency means the concentration at half of the fitted maximal effect; on the % scale 0 is the no-effect control and ±100 the full control effect
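Human GALK (5 nM) with 35 uM ATP and 100 uM galactose in 20 mM HEPES pH 8.0, 5 mM MgCl2, 60 mM NaCl, 1 mM DTT, 0.01% BSA. After 1 h at room temperature, leftover ATP was read by Kinase-Glo Plus luminescence.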
MBNL1 CUG block – inhibitors of human MBNL1 binding to CUG repeat RNA; TR-FRET MBNL1-His/biotin-(CUG)12 binding, 665/545 ratio; Potency, µM (top dose mostly 57.5 µM), for inactives: at the highest dose activity change, negative = inhibition, actives largely listed as inhibitors; 280,000 tested, 0.036% active; active means well fitted inhibition curve with a large enough effect in the signal ratio, with a control signal flat, not every such curve was filed as active; inconclusive means small, poorly fitted or top-dose-only effect, or effect the other way, or a change in a side signal; inactive means no such curve, though single readings can be large or run the other way; the % refers to the signal ratio; further: potency means the concentration at half of the fitted maximal effect; on the % scale 0 is the no-effect control and ±100 the full control effect
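Compounds (final 92 nM to 58 uM) are added to His-tagged MBNL1 and biotin-(CUG)12, then terbium anti-His antibody and streptavidin-XL665 (5 nM final). After 60 min at room temperature, the 665/545 nm ratio is read.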
BCR signal inh – blocks chronic active B-cell receptor signaling; ABC-DLBCL IkBa-CBG/CBR reporter, luminescence ratio, 4 h; Potency, µM (series often up to 46.1 µM), for the others: at the top dose ratio change, negative = lower green/red ratio, actives largely listed as inhibitors; 340,000 tested, 0.05% active; active means well fitted inhibition curve with a large enough effect in the signal ratio, with a control signal flat, not every such curve was filed as active; inconclusive means small, poorly fitted or top-dose-only effect, or effect the other way, or a change in a side signal; the % refers to the signal ratio;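 further: potency means the concentration at half of the fitted maximal effect; plate controls were basal doxycycline-induced cells for no effect and cells given 10 µM MG132 for full effect; MG132 reads +100%, hits lower the ratio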
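TMD8 ABC-DLBCL cells carrying doxycycline-inducible green luciferase fused to IkappaBalpha plus unfused red luciferase were exposed to compounds (up to 46 uM) for 4 hrs at 37C. Activity came from the overlap-corrected green/red luminescence ratio.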
Eya2 phos inh – blocks the phosphatase activity of human Eya2 | O00167 | recombinant Eya2, OMFP fluorescence dephosphorylation (OMFP is methylfluorescein phosphate) | Potency, µM (titrated, usually from 76.9 µM), without a hit: at the top dose activity, negative = inhibition, hits mostly inhibitors | 330,000 tested, 0.006% active | AID 488837; further: potency means the concentration at half of the fitted maximal effect; on the % scale 0 is the no-effect control and ±100 the full control effect
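Eya2 (0.2 uM) preincubated 10 min at ambient with compound, then OMFP substrate added at 50 uM; 10 min reaction in 50 mM HEPES pH 7.5, 50 mM NaCl, 5 uM MgCl2, 0.05% BSA, 1 mM DTT. Fluorescence read at Ex 485/Em 525 nm.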
Mito fusion yeast – mitochondrial division inhibition or fusion activation | S. cerevisiae fusion-defective mutant growth rescue, CellTiterGlo 48 h | Potency, µM (doses to about 46.1 µM), for inactives: at the highest dose growth rescue (activation), usual class: activators | 320,000 tested, 0.23% active;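 further: potency means the concentration at half of the fitted maximal effect; % of control where 0% means no effect; nearly all actives have a fitted effect of over 45% in size; temperature-sensitive fusion mutants such as fzo1-1 at 37 °C on non-fermentable ethanol glycerol medium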
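Read-out: ATP-based luminescence (CellTiterGlo, 10 min ambient) reporting growth of fusion-defective ts yeast after 48 hours at 37C on glycerol/ethanol YPEG medium in the presence of compound.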
TSHR antag – antagonists of human thyroid stimulating hormone receptor | TSHR-expressing cells, TSH-stimulated cAMP HTRF, 2 h; active compounds read low | activity change, negative = inhibition, % at 11.5 µM | 330,000 tested, 0.2% active | AID 504810;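 active means activity change below a set negative limit, meaning inhibition stronger than a set level, cut at about -70% in these data; inconclusive means activity change between two set negative limits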; further: on the % scale 0 is the no-effect control and ±100 the full control effect
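Antagonism was scored as loss of TSH-driven cAMP in TSHR cells, stimulated with 4nM TSH (EC80) for 2 hours at 37 deg C and detected by homogeneous HTRF competition immunoassay.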
PKM2 activator – activators of human pyruvate kinase M2; purified PKM2, Kinase-Glo ATP luminescence, activation; response scale: 0% is enzyme alone, no compound; Potency, µM (titrated, usually from 57.5 µM), for inactives: at the highest dose activation, usual class: activators; 260,000 tested, 0.34% active; further: potency means the concentration at half of the fitted maximal effect; on the % scale 0 is the no-effect control and ±100 the full control effect; nearly all actives have a fitted effect of over 55% in size
Target sequence (P14618 whole entry, looked up): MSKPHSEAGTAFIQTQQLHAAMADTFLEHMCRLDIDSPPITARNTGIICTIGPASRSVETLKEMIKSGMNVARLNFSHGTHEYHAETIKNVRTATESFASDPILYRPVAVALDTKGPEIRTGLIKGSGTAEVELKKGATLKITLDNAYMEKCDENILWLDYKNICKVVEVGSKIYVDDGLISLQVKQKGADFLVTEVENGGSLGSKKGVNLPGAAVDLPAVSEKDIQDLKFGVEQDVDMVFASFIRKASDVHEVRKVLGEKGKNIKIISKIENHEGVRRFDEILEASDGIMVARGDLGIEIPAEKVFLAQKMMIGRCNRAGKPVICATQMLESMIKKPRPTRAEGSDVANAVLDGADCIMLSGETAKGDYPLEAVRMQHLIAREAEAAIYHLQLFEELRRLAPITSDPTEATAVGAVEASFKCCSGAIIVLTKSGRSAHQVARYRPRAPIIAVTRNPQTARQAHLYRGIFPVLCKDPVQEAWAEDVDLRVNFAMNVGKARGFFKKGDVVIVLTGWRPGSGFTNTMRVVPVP
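ATP formation by purified human PK-M2, quantified via coupled luciferase luminescence after 1 h at room temperature with 0.1 mM ADP and 0.5 mM PEP final.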
S-ASM inh – human S-ASM enzyme inhibition; Potency, µM (highest dose often 57.5 µM), without a hit: at the top dose activity change, negative = inhibition, usual class: inhibitors; placental ASM, HMU-PC fluorogenic substrate, 60 min; 340,000 tested, 0.006% active; P17405; AID 504937; further: potency means the concentration at half of the fitted maximal effect
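Human placenta-derived ASM enzyme was preincubated with compound for 10 minutes at room temperature, then given fluorogenic substrate HMU-PC0 (9 uM final) for 60 minutes at 37 °C; a pH 10 stop preceded fluorescence reading at Ex 386/Em 447 nm.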
USP2a inh – inhibitors of human ubiquitin-specific protease USP2a | AID 463254 | 330,000 tested, 0.01% active | Potency, µM (top dose mostly 38.3 µM), without a hit: at the top dose activity change, negative = inhibition, most hits filed as inhibitors | USP2 core, Ub-CHOP2 coupled fluorogenic reporter, 485/531;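 further: potency means the concentration at half of the fitted maximal effect; plate controls were DMSO wells for no effect and full inhibition by NEM control for full effect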
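Cell-free coupled assay: 10nM USP2 core preincubated 30min RT with compound in Tris-HCl pH 8.0/CaCl2/CHAPS buffer, then 25nM Ub-CHOP2 and 25nM reporter substrate; fluorescence (Ex 485/Em 531) read after 60min RT, normalized to NEM inhibition, concentration-response curves fitted.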
KCNH2 WT inh – inhibitors of human wildtype KCNH2 potassium channel; U2OS, BacMam KCNH2, thallium flux FluxOr; active compounds read low; activity change, % at 1.84 µM; Q12809; 340,000 tested, 0.37% active;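 active means maximum activity change below -70%; inconclusive means maximum activity change between -70% and -50%; inactive means maximum activity change above -50%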; further: on the % scale 0 is the no-effect control and ±100 the full control effect
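U2OS cells transduced with wild-type KCNH2 virus are loaded with FluxOr dye for 45 min, and thallium flux is measured in kinetic reads before and after stimulation buffer. Rate constants are normalized to DMSO controls.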
Menin-MLL TR inh – displaces Texas Red mutant MLL peptide from human menin | AID 1768 | O00255 | Menin + Texas Red MLL mutant peptide, fluorescence polarization | Potency, µM (top dose mostly 61.6 µM), without a hit: at the highest dose FP activity change, negative = inhibition, hits mostly inhibitors | 270,000 tested, 0.23% active; active means well fitted inhibition curve with a large enough effect in the polarisation, with a control signal flat, not every such curve was filed as active; inconclusive means small, poorly fitted or top-dose-only effect, or effect the other way, or a change in a side signal; inactive means no such curve, though single readings can be large or run the other way; the % refers to the polarisation; further: potency means the concentration at half of the fitted maximal effect; % of control where 0% means no effect; many of its hits are not listed in these tables
Target sequence (O00255 whole entry, looked up): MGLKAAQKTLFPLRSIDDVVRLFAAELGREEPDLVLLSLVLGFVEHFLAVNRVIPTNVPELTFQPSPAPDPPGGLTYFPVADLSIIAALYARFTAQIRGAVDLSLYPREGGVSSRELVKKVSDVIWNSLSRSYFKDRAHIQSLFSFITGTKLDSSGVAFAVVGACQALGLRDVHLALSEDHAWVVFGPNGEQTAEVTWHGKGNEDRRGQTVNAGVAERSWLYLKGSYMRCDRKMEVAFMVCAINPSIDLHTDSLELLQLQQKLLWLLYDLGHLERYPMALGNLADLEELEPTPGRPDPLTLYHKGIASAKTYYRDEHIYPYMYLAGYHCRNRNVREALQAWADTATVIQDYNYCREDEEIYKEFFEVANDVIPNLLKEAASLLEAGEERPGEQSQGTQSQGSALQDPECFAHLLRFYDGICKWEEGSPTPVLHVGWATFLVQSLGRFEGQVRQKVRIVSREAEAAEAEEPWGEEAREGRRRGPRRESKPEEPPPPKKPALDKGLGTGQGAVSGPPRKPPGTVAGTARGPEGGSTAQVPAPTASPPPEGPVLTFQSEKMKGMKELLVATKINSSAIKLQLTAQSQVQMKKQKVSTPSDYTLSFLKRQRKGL
Active calls of the source: *; ? = inconclusive; nt = no result given; [ ] = remark or other dose. Unless noted, the call rests on the fitted dose curve; in most records, active means well fitted curve in the direction sought with a large enough effect; inconclusive means small, poorly fitted or top-dose-only effect, or another doubt; inactive means no such curve, though single readings can be large; an effect the other way counts as inactive or inconclusive.

SMILES | GALK inh | MBNL1 CUG block | BCR signal inh | Eya2 phos inh | Mito fusion yeast | TSHR antag | PKM2 activator | S-ASM inh | USP2a inh | KCNH2 WT inh | Menin-MLL TR inh
Cc1ccc(-c2cc(C(=O)Nc3cnn(C45CC6CC(CC(C6)C4)C5)c3)no2)cc1 | -4% | 11% | 0% | 18% | -8% | -7 | -2% | -3% | 2% | -11 | -1%
CC(C)(C)OC(=O)C[C@@H]1C/C=C\C[C@H](CC(=O)N(CCO)Cc2ccccc2)C(=O)NCCOC1=O | nt | nt | -1% | 8% | nt | 12 | nt | 11% | 4% | 1 | nt
C/C(=N\NC(=O)c1cc(C(C)C)[nH]n1)c1ccncc1 | -3% | 2% | 0% | -14% | -8% | -16 | nt | 1% | 0% | 6 | -2%
O=C(O)CCCNS(=O)(=O)c1ccc2ccccc2c1 | 1% | -5% | -3% | -8% | -2% | 3 | 21% | 4% | -5% | 4 | 6%
COCCN(C(=O)CSc1ncc(C(F)(F)F)cc1Cl)c1c(N)n(Cc2ccccc2)c(=O)[nH]c1=O | 9% | 0% | 3% | 0% | 10% | -2 | 6% | 4% | -3% | -2 | -4%
O=C(NCC(=O)N1CCN(C(c2ccccc2)c2ccccc2)CC1)c1ccc(Br)o1 | 0% | 0% | ? | 0% | 1% | -3 | 1% | -5% | -3% | 6 | -22%
CC1(C)NC(=O)N(CC(=O)OCC(=O)Nc2cccc(S(N)(=O)=O)c2)C1=O | 0% | -3% | 0% | 12% | -1% | 9 | 1% | 0% | 1% | nt | -18%
CC1CCCC(C)N1C(=O)c1cc(-c2ccc3c(c2)OCO3)on1 (stereo not drawn) | 8% | 0% | 7% | -12% | 25% | 26 | 0% | 1%[11.5 µM] | -1% | -1 | -13%
O=C(COc1ccc(C2SCCS2)cc1)NNC(=O)C(Cl)Cl | 4% | -4% | 6% | -4% | 4% | -8 | -6% | 5% | 0% | 7 | nt
CC(=O)Nc1ccc(S(=O)(=O)NCCc2ccc(S(N)(=O)=O)cc2)cc1 | 2% | -5% | ? | -8% | -1% | 36 | -3% | 4% | -9% | -21 | -12%
CC(C)(C)c1cnnn1-c1ccc(C(=O)CCl)cc1 | -1% | -1% | ? | 1% | -31%[inhibitor] | -4 | 3% | 4% | -1% | -14 | 7%
CCNC(=O)CSc1nnc(-c2cc(-c3ccc(Cl)cc3)nc3ccccc23)o1 | 0% | ? | 8% | -8% | 1% | -9 | -3% | 4% | 5% | 11 | 12%
CCOc1cc(Cl)c(S(=O)(=O)NCCCN2CCOCC2)cc1Cl | 0% | 0% | -14% | 3% | -6% | -9 | -10% | 3% | -1% | 4 | 15%
C/C(=N\NC(=O)CC1(C)OCCO1)c1cccs1 | -2% | nt | 0% | 1% | -4% | 30 | 0% | 4% | -1% | -2 | 1%
Cc1cc(C)c(NC(=O)COc2nc3ccccc3nc2C)c(C)c1 | 1% | -2% | 6% | 5% | 1% | -1 | 12% | nt | 4% | 5 | 10%
S=c1[nH]nc(Cc2ccccc2)n1-c1ccc(Cl)cc1 | 6% | -7% | ? | 3% | 4% | -5 | -5% | 1% | -1% | -5 | 3%
C1CC(CN2CCOCC2)CN(c2nc3nonc3nc2N2CCSCC2)C1 (stereo not drawn) | 5% | 0% | 1% | 8% | 5% | 6 | -10% | -1% | 3% | 0 | 0%
O=C(CN1CCN(S(=O)(=O)c2ccc(Br)s2)CC1)N1CCCCC1 | nt | nt | -1% | 11% | 15% | -6 | nt | -1% | -1% | -227* | nt
O=C1/C(=C/c2cccnc2)SC(=S)N1NS(=O)(=O)c1ccccc1 | 2% | 16% | 0% | 13% | 5% | -8 | nt | -1% | 1% | -18 | 25%
COc1ccccc1/C=C/C=N/n1c(-c2ccccn2)n[nH]c1=S | 11% | 3% | ? | -10% | 4% | 2 | 0% | 0% | -1% | 1 | nt
Cc1cc(=O)[nH]c(SCC(=O)NCC2CCCO2)n1 (stereo not drawn) | 11% | -3% | 14% | -2% | -1% | 0 | 0% | 5% | 2% | -235* | nt
Cc1nn(-c2ccccc2)c(Cl)c1/C=N/N1CCN(c2ccccn2)CC1 | -7% | -6% | -3% | 3% | 14% | 5 | 19% | -3% | 3% | 1 | -6%
N#CC1=C(N)Oc2n[nH]c(-c3ccccc3)c2C12C(=O)Nc1ccccc12 (stereo not drawn) | -2% | -3% | -1% | 5% | -1% | -8 | -1% | -2% | 3% | 1 | -6%
O=C(NC(=S)Nc1ccc2oc(-c3ccncc3)nc2c1)c1ccccc1F | 3% | 3% | ? | -9% | -3% | 5 | -5% | 6% | 6% | 8 | -18%
COc1ccccc1-n1cnnc1SCC(=O)Nc1cccnc1Cl | 4% | -4% | 2% | -4% | 4% | 12 | 1% | 7% | 3% | -3 | 1%
O=C(N/N=C(/CC(=O)c1cccs1)C(F)(F)F)c1ccc(O)cc1 | 3% | nt | ? | -5% | 9% | -13 | 6% | -3% | 3% | 6 | ?
Cc1n[nH]c(C)c1Sc1ccccc1N=Cc1cc([N+](=O)[O-])ccc1O | -3% | 7% | ? | -7% | 4% | -1 | -12% | nt | 1% | nt | 14%
Cc1nn2c3c(cnc2c1-c1ccc(Cl)cc1)C(=O)CC(c1ccco1)C3 (stereo not drawn) | 0% | 43%[activator] | 15% | 18% | 1% | -2 | 0% | -5% | 2% | 10 | 1%
S=C(Nc1ccccc1Cl)N(CCN1CCCCC1)Cc1ccco1 | 0% | -2% | 0% | -2% | -5% | 4 | 0% | -3% | 3% | 24 | -6%
Cc1cc(NC(=O)CN2CCc3ccccc3C2)nc2c1c(=O)oc1ccccc12 | 0% | 53%[activator] | ? | 2% | 1% | 16 | 6% | -1% | 3% | 3 | 6%
O=C(Cn1cnc([N+](=O)[O-])c1)NCc1ccc(F)cc1 | 0% | 14% | 2% | -15% | -1% | 3 | -3% | 7% | 3% | -4 | 10%
N=c1oc2ccc(Br)cc2cc1C(=O)NC1CCCCCC1 | 1% | -2% | -2% | 0% | 1% | -6 | -2% | 0% | 2% | -4 | nt
Cc1cccc(C(C)C)c1NC(=O)c1ccc(COc2ccc3c(C)cc(=O)oc3c2)cc1 | 2% | 87%[activator] | -8% | -5% | 3% | -11 | 1% | 89%[activator] | 3% | -1 | -3%
COCCN(CCOC)C(=O)C1CCN(c2ccc(S(=O)(=O)N3CCOCC3)cc2[N+](=O)[O-])CC1 | nt | nt | 0% | -5% | -4% | 3 | nt | -1% | 1% | -7 | nt
CCOc1ccc(OCC(=O)Nc2ccccc2N2CCCC2)cc1 | nt | nt | -2% | 1% | 14% | -9 | nt | -2% | 0% | -12 | nt
Cc1nn(Cc2ccc(Cl)c(Cl)c2)c(C)c1NC(=O)c1noc2c1CCCCC2 | 3% | 1% | -4% | 3% | -16% | -2 | 3% | -5% | 5% | 1 | -11%
CCN(CC(=O)NCc1ccco1)S(=O)(=O)c1ccc(F)cc1 | -2% | -1% | 0% | -2% | 0% | -3 | -1% | 7% | 0% | 4 | 0%
CCOC(=O)Cn1c(=O)c2c(nc(Br)n2Cc2ccc(Cl)cc2)n(C)c1=O | -4% | 6% | ? | -7% | 4% | -5 | 2% | 0% | -4% | -9 | -15%
O=C(COC(=O)c1ccccc1OCc1ccccc1Cl)NCC1CCCO1 (stereo not drawn) | nt | nt | -1% | 1% | nt | nt | nt | -1% | 1% | 3 | nt
CCOc1ccc(CCNC(=O)COC(=O)CCc2cc(OC)c(OC)c(OC)c2)cc1OCC | nt | nt | -17% | -4% | 1% | -3 | nt | 1% | 0% | -7 | nt
CCN(CC(=O)NCc1cccs1)C(=O)c1cccc(S(=O)(=O)Nc2ccc(OC)cc2)c1 | nt | nt | -9% | -8% | 2% | 2 | nt | nt | -1% | 5 | nt
O=C(NCc1ccccc1)C(=O)Nc1nccs1 | 0% | -4% | 8% | 16% | -3% | -4 | -2% | 7% | 0% | 4 | 23%
Cc1cccc(Nc2nc(N)nc(CN3CCN(c4ccc(F)cc4)CC3)n2)c1 | 4% | 14% | -11% | 3% | -8% | -10 | -1% | -5% | 4% | -6 | -9%

Screening data deposited in PubChem by National Center for Advancing Translational Sciences (NCATS).

Some of the compounds tested (hit frequency here may not be typical).
